# Screening results from PubChem.
# MBD2 DNA inh = blocks human MBD2 binding to methylated DNA; Q9UBB5; TR-FRET, MBD2 binding to methylated oligonucleotide; inhibition, % at 4.4 µM; 370,000 tested, 0.31% active; in the data active = inhibition above about 13%
# Target sequence (Q9UBB5 whole entry, looked up): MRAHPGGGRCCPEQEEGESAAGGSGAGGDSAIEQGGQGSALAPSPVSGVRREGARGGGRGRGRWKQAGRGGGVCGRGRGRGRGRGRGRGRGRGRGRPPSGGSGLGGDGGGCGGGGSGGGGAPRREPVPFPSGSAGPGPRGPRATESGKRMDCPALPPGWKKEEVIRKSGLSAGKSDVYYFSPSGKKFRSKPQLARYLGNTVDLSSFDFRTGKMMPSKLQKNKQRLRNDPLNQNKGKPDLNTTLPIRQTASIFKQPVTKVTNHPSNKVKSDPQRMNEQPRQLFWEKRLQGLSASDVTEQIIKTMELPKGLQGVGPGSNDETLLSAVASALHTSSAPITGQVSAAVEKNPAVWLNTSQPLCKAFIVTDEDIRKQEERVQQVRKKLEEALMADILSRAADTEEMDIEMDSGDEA
# SMARCA2 activ = activators of SMARCA2 function; MG213 cells, MMTV-luciferase reporter, dexamethasone, overnight; activation, % at 9.1 µM; 370,000 tested, 1% active; AID 652017; in the data active = activation above about 7.8%;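 note: 0% = vehicle wells and 100% = reference activator wells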
# DAX1 inh-1 = DAX1 (NR0B1) inhibition, primary screen; HEK293T StAR-luciferase reporter, SF-1/DAX-1 repression relief; inhibition, % at 6.8 µM; 370,000 tested, 1.1% active; AID 652010;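 active = inhibition above the mean over all tested compounds plus 3 SD, cut at about 3.6% in these data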;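 note: 0% = DAX-1 cells with DMSO and 100% = cells lacking DAX-1 with DMSO; higher inhibition means more luminescence from relief of DAX-1 repression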
# hgDAF12 agonist = agonists of H. glycines DAF-12 nuclear receptor; 370,000 tested, 1.8% active; activation, % at 6.8 µM; HEK293 GAL4-hgDAF12 UAS-luciferase reporter, agonist luminescence; normalized to butyrate control;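 active = activation above a cutoff set at the mean of all screened compounds plus 3 SD, cut at about 10% in these data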;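 note: 0% = DMSO wells and 100% = sodium butyrate wells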
# Rev-erbA mod = modulates human Rev-erb alpha binding to DNA. Rev-erbα–FITC-DNA binding, fluorescence polarization, 90 min. 370,000 tested, 0.79% active. activity, % at 10 µM. P20393. AID 1259318;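 active = activity above about 14%, limit read from the data; passing the limit was not always enough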;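 note: 0% = DMSO wells with 35 nM protein and 100% = DMSO wells with 750 nM protein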
# hcDAF-12 act = activates DAF-12 receptor from parasite H. contortus. HEK293 hcDAF-12 lit1-tk-luc reporter, luminescence; 0% DMSO, 100% Δ7-dafachronic acid. 370,000 tested, 1.4% active. activation, % at 6.8 µM;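 active = activation above the mean of all tested compounds plus 3 SD, cut at about 5.5% in these data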;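 note: 100% = response to 3 µM Δ7-dafachronic acid high control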
# PLCg1 inh = PLC-gamma1 (human) inhibition, primary screen; P19174; purified PLC-gamma1, fluorogenic substrate, fluorescence; inhibition, % at 12.2 µM; 370,000 tested, 0.84% active; AID 720700; in the data active = inhibition above about 9.5%
# PLCb3 inh = blocks human PLC-beta3 enzyme activity. Q01970. Purified PLC-beta3, fluorogenic substrate, fluorescence. inhibition, % at 12.2 µM. 370,000 tested, 0.18% active. AID 720704; in the data active = inhibition above about 11%;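 note: 0% = median of compound wells on plate and 100% = full blocker control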
# ssDAF12 agonist = activators of S. stercoralis DAF-12 nuclear receptor; 370,000 tested, 1% active; HEK293 ssDAF-12/GRIP1 lit1-tk-luc reporter, luminescence; % of 3 µM dafachronic acid response; activation, % at 6.8 µM; AID 652126;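 active = activation above the mean over all tested compounds plus 3 SD, cut at about 0.9% in these data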;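 note: 0% = DMSO-only wells and 100% = 3 µM delta7-dafachronic acid wells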
# DAX1 inh-2 = inhibitors of human orphan nuclear receptor DAX1 (NR0B1) | P51843 | HEK293 Gal4-DAX1 luciferase reporter, luminescence | inhibition, % at 6.75 µM | 340,000 tested, 0.99% active | AID 504766;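 active = inhibition above the mean over all tested compounds plus 3 SD, cut at about 4.2% in these data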;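 note: 0% = DAX1-transfected cells with DMSO and 100% = empty-vector control cells with DMSO; inhibition shows as a rise in luminescence from relieved DAX1 repression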
# ADAM17 inh = ADAM17 inhibition, QFRET primary screen. P78536. recombinant ADAM17, EDANS/DABCYL FRET peptide cleavage. inhibition, % at 6.95 µM. 370,000 tested, 0.83% active;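 active = inhibition above the mean of compounds lying between control limits plus 3 SD, set per campaign, cut at about 8.5% in these data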;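 note: 0% = DMSO-only wells as the low control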
# Target sequence (P78536 215-824 limits assumed): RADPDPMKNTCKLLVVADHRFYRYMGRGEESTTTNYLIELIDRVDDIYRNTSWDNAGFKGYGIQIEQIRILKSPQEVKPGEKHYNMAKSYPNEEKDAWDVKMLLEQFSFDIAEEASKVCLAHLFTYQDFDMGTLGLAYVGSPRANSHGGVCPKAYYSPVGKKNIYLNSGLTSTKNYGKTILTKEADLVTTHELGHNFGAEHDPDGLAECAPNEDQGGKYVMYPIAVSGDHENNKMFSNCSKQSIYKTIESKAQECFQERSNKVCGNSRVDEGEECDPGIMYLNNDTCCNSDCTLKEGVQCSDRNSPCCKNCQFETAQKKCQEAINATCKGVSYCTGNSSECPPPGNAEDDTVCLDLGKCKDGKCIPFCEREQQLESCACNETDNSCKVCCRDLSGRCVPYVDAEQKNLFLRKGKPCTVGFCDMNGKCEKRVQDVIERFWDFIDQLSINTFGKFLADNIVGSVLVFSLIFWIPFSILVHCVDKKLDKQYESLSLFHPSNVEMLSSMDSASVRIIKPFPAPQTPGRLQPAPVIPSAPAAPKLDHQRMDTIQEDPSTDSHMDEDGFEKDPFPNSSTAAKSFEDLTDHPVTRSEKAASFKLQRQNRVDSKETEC
# Starred values were filed as active, the others as inactive; i = inactive; / = not tested or not shown. Hits appear at their usual frequency. Share with any hit: about 7.4%.
SMILES,MBD2 DNA inh,SMARCA2 activ,DAX1 inh-1,hgDAF12 agonist,Rev-erbA mod,hcDAF-12 act,PLCg1 inh,PLCb3 inh,ssDAF12 agonist,DAX1 inh-2,ADAM17 inh
O=C(CC(c1ccccc1)c1cc(Cl)ccc1O)NCCCN1CCOCC1 (stereo not drawn),3,-1,-0.3,-0.2,8,-0.8,-1,-5,-1.4,0.3,-4
C=C(C)[C@H]1CC=C(C)/C(=N/NC(=O)CNc2ccccc2OC)C1,2,4,0.1,3.0,-2,-0.6,1,1,-0.9,0.5,2
Cc1ccc(S(=O)(=O)CCc2nc3ccccc3[nH]2)cc1C,-1,-1,0.0,-0.8,2,2.3,0,0,-1.1,3.4,0
COc1ccccc1/C=C/C(=O)OCC(=O)NC(=O)NC1CCCC1,-1,-3,-0.1,-2.7,5,-0.6,-34,-52,-1.4,0.7,-47
C[C@]12CCC3c4ccc(O)cc4CCC3C1CC/C2=N\N (stereo partly drawn),4,2,0.3,-1.2,-3,-1.5,2,-6,-1.3,-0.7,-3
CC(C)NC(=O)C1(C)CN(S(C)(=O)=O)CC(=O)N1Cc1ccc2c(c1)OCO2 (stereo not drawn),1,0,-0.7,3.3,-8,-1.6,-1,-3,-0.9,/,-3
Cc1csc(SCC(=O)Nc2cc(S(=O)(=O)N(C)C)ccc2C)n1,3,-3,0.9,2.1,-9,-0.3,3,-10,-1.0,-0.7,-6
Cc1ccc(S(=O)(=O)NCC(c2ccco2)N2CCOCC2)cc1 (stereo not drawn),-3,4,-0.2,-0.7,2,1.6,2,1,-1.5,2.4,-3
Cc1ccc(CCNC(=O)c2cc(-c3ccncc3)nc3ccc(S(=O)(=O)N4CCOCC4)cc23)cc1,2,-1,0.1,1.3,-7,0.0,1,-8,-0.8,-0.2,-4
CC(=O)N1c2ccc(S(=O)(=O)N(C)CC(=O)NCc3ccccc3)cc2CC1C (stereo not drawn),-2,-2,0.1,1.5,6,-0.5,6,-4,-1.2,1.0,-1
O=c1ccsn1Cc1ccccc1,-2,2,0.0,-2.1,-3,-2.1,-1,0,-1.0,-0.7,-6
O=C(CSc1nc2ccccc2[nH]1)Nc1ccc2c(c1)OCCO2,-4,2,-0.5,3.3,-2,-0.1,1,-3,-0.6,0.5,-3
O=C(NN=Cc1ccccc1O)C(=O)Nc1ccc(F)cc1,-1,-6,-1.1,1.4,5,0.2,-19,-33,-1.7,/,-1
COc1ccccc1NC(=O)/C(N=Nc1ccc(C)c(S(=O)(=O)Nc2ccccc2Cl)c1)=C(\C)O,7,-3,-0.2,0.5,2,0.8,3,1,-0.6,3.6,-1
CC(C)(C)CCN1CCC(CN2CCNC(=O)C2=O)CC1,3,-5,-0.6,0.8,3,1.3,2,1,-1.2,-1.0,-5
Cc1cc([N+](=O)[O-])c(NC2CCCCC2)c([N+](=O)[O-])c1,-2,-1,-0.1,-1.4,7,-0.8,3,1,-0.4,1.3,0
CCC1CCCCN1S(=O)(=O)c1ccc(-n2cnnn2)c(C)c1 (stereo not drawn),1,1,-0.2,-1.1,4,-1.6,3,-1,-1.1,-0.6,2
Cc1ccc(N2CCN(C(=O)C3CCN(S(=O)(=O)c4cccc5nsnc45)CC3)CC2C)cc1 (stereo not drawn),-1,-1,-1.1,-1.8,-4,-1.0,3,-5,-1.2,-1.4,1
COC(=O)C1=C(C)N(Cc2ccccc2)C(=O)N[C@H]1c1ccccc1,1,0,0.2,-0.2,8,-1.3,-2,0,-1.6,0.3,-1
CCOC(=O)c1ccc(NC(=O)CSc2nnc(C3CC3)n2C)cc1,0,-4,0.0,-1.6,-2,-1.1,3,2,-1.2,1.0,1
Cc1ccc(/C=N/NC(=O)Cn2cncn2)cc1,-1,4,0.1,0.4,4,-0.1,-3,-1,-1.9,/,-4
N#CCC(=O)N/N=C/c1ccc(OC2CSC2)cc1,-9,0,-1.1,-0.8,-2,-1.7,3,4,-1.1,-1.1,6
CCN(Cc1ccccc1)C(=O)COC(=O)Cn1cnc2ccccc21,-7,0,-0.8,3.5,3,-0.1,1,-5,-1.1,-0.4,-1
COc1cccc(N/C(N)=N/c2nc(C(F)(F)F)cc(=O)[nH]2)c1,3,-1,0.3,0.9,-2,1.1,1,0,-1.3,-0.9,0
COc1ccc(CN2C(=O)CN(C3CCCCCC3)C(=O)C2c2ccc(F)cc2)cc1 (stereo not drawn),1,1,-0.5,-2.0,2,-0.7,0,4,-1.5,-1.3,-3
O=C(CCS(=O)(=O)c1ccccc1)NNC(=O)COc1ccc(F)cc1,1,-2,-0.3,1.3,3,0.0,4,-4,-1.0,0.3,-5
C=CCOc1ccccc1C1C2=C(CC(C)(C)CC2=O)Nc2c1c(=O)n(C)c(=O)n2C (stereo not drawn),-1,0,0.1,-0.7,-8,-2.6,-362,-435,-0.3,0.1,-145
CCCCN(C(=O)c1cc(S(=O)(=O)N2CCCCC2)ccc1Cl)c1c(N)n(CCC)c(=O)[nH]c1=O,-4,0,-1.4,0.4,-7,-0.4,1,1,-1.0,0.7,-4
CCC(CO)NCc1ccc2c(c1)n(C)c(=O)n2C (stereo not drawn),1,-1,1.1,-0.7,-7,-0.3,2,0,-1.5,-0.1,-4
C/C=C/C(=O)Nc1nnc(-c2ccccc2C)s1,-7,2,-1.0,1.3,1,-2.7,0,1,-0.9,-1.0,-2

# Limited to MBD2 DNA inh, Rev-erbA mod and hgDAF12 agonist, for 3 of the compounds above:
canonical_smiles	MBD2 DNA inh	Rev-erbA mod	hgDAF12 agonist
COc1cccc(N/C(N)=N/c2nc(C(F)(F)F)cc(=O)[nH]2)c1	3	-2	0.9
CCCCN(C(=O)c1cc(S(=O)(=O)N2CCCCC2)ccc1Cl)c1c(N)n(CCC)c(=O)[nH]c1=O	-4	-7	0.4
COC(=O)C1=C(C)N(Cc2ccccc2)C(=O)N[C@H]1c1ccccc1	1	8	-0.2

# A draw from above in order of length of the SMILES, lowest first.
SMILES,MBD2 DNA inh,SMARCA2 activ,DAX1 inh-1,hgDAF12 agonist,Rev-erbA mod,hcDAF-12 act,PLCg1 inh,PLCb3 inh,ssDAF12 agonist,DAX1 inh-2,ADAM17 inh
N#CCC(=O)N/N=C/c1ccc(OC2CSC2)cc1,-9,0,-1.1,-0.8,-2,-1.7,3,4,-1.1,-1.1,6
COc1cccc(N/C(N)=N/c2nc(C(F)(F)F)cc(=O)[nH]2)c1,3,-1,0.3,0.9,-2,1.1,1,0,-1.3,-0.9,0
CCCCN(C(=O)c1cc(S(=O)(=O)N2CCCCC2)ccc1Cl)c1c(N)n(CCC)c(=O)[nH]c1=O,-4,0,-1.4,0.4,-7,-0.4,1,1,-1.0,0.7,-4

# More structures follow.
SMILES,MBD2 DNA inh,SMARCA2 activ,DAX1 inh-1,hgDAF12 agonist,Rev-erbA mod,hcDAF-12 act,PLCg1 inh,PLCb3 inh,ssDAF12 agonist,DAX1 inh-2,ADAM17 inh
COc1ccc(-c2cc(C(F)(F)F)n3nc(C(=O)N4CCOCC4)nc3n2)cc1,3,-1,-0.3,-0.7,-2,-1.1,-449,i,-1.6,0.6,-41
Cc1ccc(NC(=O)c2sc3ncn(CC(=O)N4CCN(c5ccccn5)CC4)c(=O)c3c2C)cc1,-2,-3,0.5,2.7,7,-0.8,1,5,-1.3,2.6,8
CC(C)(C)NC(=O)C1c2ccccc2OCC(=O)N1CC(F)(F)F (stereo not drawn),2,-6,-0.5,-1.8,4,-0.3,0,3,-1.1,/,-5
C[N+]1(C)CC2([N+](=O)[O-])CC=C(Oc3ccccc3)C([N+](=O)[O-])(C2)C1 (stereo not drawn),1,1,0.2,0.4,1,0.4,1,2,-1.5,-1.1,0
Cn1c(=O)c2c(nc(SCCN3CCCCC3)n2C)n(C)c1=O,-2,-2,0.1,1.7,3,-1.5,1,3,-1.1,0.3,-2
CCS(=O)(=O)c1nc(S(=O)(=O)c2ccc(C)cc2)c(N2CCN(CCO)CC2)s1,-2,-4,-0.1,0.9,3,-0.9,-1,-5,-1.0,-0.4,1
COc1ccc(CC(=O)OCc2cc(=O)n3cc(Br)ccc3n2)cc1OC,-1,-4,0.4,2.0,8,-0.6,6,-12,-1.1,-0.2,-3
O=C(NCc1ccc(Cl)cc1)c1n[nH]c([N+](=O)[O-])c1Cl,-2,2,0.7,4.2,-1,0.6,5,-1,-1.2,1.6,3
CCn1c(CSc2nc3ccccc3s2)nnc1SCC(=O)c1ccc(O)cc1O,3,-1,0.8,3.2,-2,1.9,-1,2,-0.6,-0.4,-3
Cn1nnnc1SCC(=O)c1ccc(Br)s1,1,1,-0.1,0.1,-1,-0.9,-16,-18,-1.5,-0.8,1
COC(=O)c1ccc([C@@H]2C[C@H]3CN(Cc4cccnc4)C(=O)[C@]34CCCN24)cc1,-1,-1,1.2,-1.2,1,-0.2,-8,-2,-1.1,-0.1,0
Cc1cccc2nc(-c3ccco3)oc(=O)c12,2,1,-0.1,-0.1,2,-0.4,0,-1,-0.9,2.1,-5
CCOc1cc(CNc2ccc(N3CCCCC3)cc2)cc(Br)c1OCC(=O)NC(C)(C)C,-5,-3,-2.1,-4.2,0,-0.6,-11,-16,-1.8,-1.9,-1
CCc1nnc(NC(=O)CSc2nc3cccnc3n2C2CCCCC2)s1,-4,-3,-0.7,-5.1,1,-2.7,-2,0,-1.8,-2.0,-1
CCc1ccc(/C=C(\Cl)c2nc3cc(Cl)ccc3c(=O)[nH]2)cc1,0,3,-0.5,-1.0,-4,-1.7,1,0,-0.7,0.6,-1
CC(C)Cn1c(N)c(/C=N/NC(=O)c2ccc(Cl)cc2)c(=O)n(C)c1=O,-1,3,-0.3,-1.2,6,-0.4,0,-5,-1.1,-0.7,-3
c1cc(-c2ccc(N3CCOCC3)cc2)n2ccnc2c1,3,-3,1.8,5.0,-5,0.4,i,i,-0.6,/,i
CC1CCN(c2ccc3nnc(CCC(=O)Nc4ccc(F)cc4)n3n2)CC1,2,-1,-0.4,-2.5,-1,-2.4,-1,-8,-0.8,-0.1,2
CNc1ccc(/C=C(\C#N)c2ccccn2)cc1[N+](=O)[O-],0,13*,1.8,4.9,0,0.7,-20,-40,-1.1,1.0,-2
Cc1ccccc1S(=O)(=O)N1CCN(c2ccc3c(c2)C2CC3CCN2C(=O)OCc2ccccc2)CC1 (stereo not drawn),9,-2,-0.5,-0.4,0,-0.8,0,0,-0.8,/,-3
Cc1cc[n+](-c2[nH]c(=O)sc2/C=N/N=C(\[O-])c2ccncc2)cc1,-2,3,0.2,1.9,-4,-0.6,11*,3,-0.9,0.1,7
COCCCNC(=O)Cn1nnc(-c2ccccc2NC(=O)c2ccccc2F)n1,-3,-1,-0.7,-3.8,2,-1.2,-2,1,-1.7,-1.1,-3
S=c1[nH]nc(-c2ccco2)n1-c1cccc2ccccc12,-3,-4,0.4,0.0,-1,4.0,8,8,-0.9,-0.7,5
